# Compound activity: PubChem, several laboratories
# BH1578 lux ind: quorum light induction in luxS cqsA deficient V. cholerae; actives 0.16% (n = 350,000); V. cholerae BH1578 lux reporter, luminescence, 6 h; AID 588436; activation, % at 18.7 µM; in the data active means activation mostly above about 9.7%, no sharp cut-off; further: not every result past the cut was called active; inactives centre near 0; reference of the scale not given here
# Y pestis TopoI: blocks Yersinia pestis topoisomerase I activity. activity, % at 10 µM. actives 0.064% (n = 360,000). AID 504884. Y. pestis Topo-I cleavage product accumulation, plate reader; in the data active means activity above about 50%, passing the limit was not always enough; further: inactives centre near 2
# TcdB GH inh: blocks C. difficile toxin B glycohydrolase activity. P18177. TcdB glycohydrolase enzymatic assay, plate reader. inhibition, % at 9.99 µM. actives 0.24% (n = 350,000); in the data active means inhibition above about 10%
# FadD28 FP inh: M. tuberculosis FadD28 bisubstrate binding inhibition. AID 588549. inhibition, % at 12.5 µM. FadD28 bisubstrate probe binding, fluorescence polarization. actives 0.22% (n = 360,000); in the data active means inhibition above about 8.5%, passing the limit was not always enough
# GDH-TPI counter: GDH-TPI coupled enzyme inhibition counter-screen | GDH-TPI coupled enzyme counterscreen, NADH absorbance | inhibition, % at 4.8 µM | actives 1.2% (n = 360,000) | AID 588335; in the data active means inhibition above about 30%;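 further: 0% = DMSO wells and 100% = wells lacking the enzyme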
# PfHsp40 yeast: rescue of PfHsp40-mediated yeast toxicity. growth rescue, % at 12.5 µM. actives 0.68% (n = 340,000). AID 504582. S. cerevisiae expressing PfHsp40, growth rescue, ATP luminescence; in the data active means growth rescue above about 28%, passing the limit was not always enough;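 further: yeast W303a lacking pdr1 and pdr3 grown in galactose medium; growth measured after three days at 30 °C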
# FBA Mtb inh: inhibitors of M. tuberculosis fructose-bisphosphate aldolase. purified M. tuberculosis FBA, fluorescence read-out. P9WQA3. inhibition, % at 1 µM. actives 2.3% (n = 360,000). AID 588726; in the data active means inhibition above about 27%;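 further: 0% = vehicle and 100% = reference inhibitor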
# Target sequence (P9WQA3 whole entry, looked up): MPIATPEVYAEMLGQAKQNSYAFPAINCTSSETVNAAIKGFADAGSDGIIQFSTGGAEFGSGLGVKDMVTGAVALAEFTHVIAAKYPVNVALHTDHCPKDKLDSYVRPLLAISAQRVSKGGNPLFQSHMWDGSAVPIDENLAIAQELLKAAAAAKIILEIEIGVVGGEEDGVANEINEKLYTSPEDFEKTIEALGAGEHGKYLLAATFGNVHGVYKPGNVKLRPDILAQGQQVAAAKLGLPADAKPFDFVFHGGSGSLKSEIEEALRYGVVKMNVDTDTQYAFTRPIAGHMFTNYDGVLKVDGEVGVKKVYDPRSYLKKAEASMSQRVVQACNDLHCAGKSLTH
# Mtb BioA inh: BioA (M. tuberculosis) enzyme inhibition; purified M. tuberculosis BioA enzyme, plate reader; inhibition, % at 9.99 µM; actives 0.096% (n = 360,000); AID 602481; in the data active means inhibition above about 40%
# UGM FP inh: Mtb UDP-galactopyranose mutase inhibition | inhibition, % at 10 µM | P9WIQ1 | actives 0.06% (n = 320,000) | AID 504406 | purified UGM, fluorescence polarization probe displacement; in the data active means inhibition above about 10%, passing the limit was not always enough
# Target sequence (P9WIQ1 whole entry, looked up): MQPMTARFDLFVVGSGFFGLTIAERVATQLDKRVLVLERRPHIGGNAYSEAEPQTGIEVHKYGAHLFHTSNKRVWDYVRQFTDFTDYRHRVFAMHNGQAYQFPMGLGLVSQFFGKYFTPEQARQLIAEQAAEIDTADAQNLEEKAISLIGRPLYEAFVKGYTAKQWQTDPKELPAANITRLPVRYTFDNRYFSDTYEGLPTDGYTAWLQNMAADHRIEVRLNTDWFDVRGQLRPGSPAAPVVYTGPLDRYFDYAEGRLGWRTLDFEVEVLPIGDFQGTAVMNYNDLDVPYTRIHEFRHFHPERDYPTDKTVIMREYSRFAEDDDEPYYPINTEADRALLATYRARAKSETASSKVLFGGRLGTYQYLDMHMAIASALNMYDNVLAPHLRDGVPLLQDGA
# Numbers without * were called inactive; i = inactive; x = not tested or not shown; + = active, no number; & = joins results of further samples.
# Screens in order: BH1578 lux ind	Y pestis TopoI	TcdB GH inh	FadD28 FP inh	GDH-TPI counter	PfHsp40 yeast	FBA Mtb inh	Mtb BioA inh	UGM FP inh
> COc1cc(C2C(C#N)=C(C)NC3=C2C(=O)CC(C)(C)C3)cc(OC)c1O (stereo unspecified)
    x	-1.8	-1.5	1.3	11.9	-1.3	-3.0	1.1	-6.2
> CSc1ccc(CN(C)Cc2cc(=O)oc3c(C)c(C)ccc23)cc1
    -1.0	0.5	-0.3	-1.6	12.2	3.5	-0.7	-0.7	-1.1
> Cc1ccc2ncc(S(=O)(=O)c3ccccc3)c(N3CCCCC3C)c2c1 (stereo unspecified)
    -0.2	25.2	-0.4	-2.9	-18.8	-1.6	1.0	-1.4	0.1
> Cc1ccc(C(=O)N/N=C/c2ccc(-c3cccc(Cl)c3)o2)cn1
    i	1.9	1.3	-4.3	28.3	2.5	1.3	x	-0.2
> CCCN1C(=O)SC(CC(=O)Nc2ccccc2)C1=O (stereo unspecified)
    -0.2	-8.0	x	-2.7	5.9	0.6	4.1	0.4	1.8
> COc1ccc(CNC(=O)COc2cc3c(c4oc(=O)cc(C)c24)CCC(C)(C)O3)cc1
    -0.4	30.5	1.3	-8.0	21.6	3.5	43.3*	0.1	5.0
> COc1ccccc1C(=O)NNC1=C(C(=O)C(F)(F)F)CCC1
    -1.1	5.0	-1.0	-0.6	15.1	-0.3	-0.4	-0.5	1.9
> Cc1nnc(-c2ccc(Cl)cc2)nc1NCCN(C)C
    0.5	-0.7	1.4	0.1	4.3	0.1	2.9	x	1.2
> CN(CC(=O)NC1CCCc2ccccc21)C1CCCCC1 (stereo unspecified)
    -0.3	9.0	1.5	-2.1	-2.6	-0.2	0.9	x	4.7
> Cc1ccc(OCc2cc(C(=O)N(C)CCc3ccccn3)no2)cn1
    -2.1	-1.4	1.0	0.9	-3.4	0.2	2.1	-5.9	3.1
> CCOC(=O)c1ccc(NC(=S)N(CCN2CCCCCC2)Cc2ccco2)cc1
    -0.3	6.5	1.8	-0.7	7.9	0.2	-3.3	x	-0.2
> CNC(=O)C1C2C=CC3(O2)C1C(=O)N(CCOC)C3C(=O)NCc1ccc(OC)cc1 (stereo unspecified)
    x	-2.0	x	1.1	-2.0	0.6	-5.9	-5.7	-1.5
> CCCn1cc2c(c1-c1cccc(C)c1)c(=O)n(C)c(=O)n2C
    -2.2	-1.0	x	-1.0	13.5	-1.4	1.3	-3.2	2.7
> O=C(O)Cc1c(O)ccc2ccccc12
    i	0.7	x	-1.0	-6.6	-0.4	12.8	-0.7	1.9
> O=C(Nc1nc(-c2ccccc2)cs1)c1ccccc1F
    i	4.2	-1.8	0.6	4.1	2.6	3.3	-1.2	0.4
> O=C(c1cc2cc(F)ccc2[nH]1)N1CCC2(CC1)OCCO2
    -2.1	3.2	2.2	-1.2	6.7	2.0	0.3	0.8	-0.4
> COc1ccc(/C=N/NC(=O)c2ccoc2C)cc1CN1CCN(c2ccc(F)cc2)CC1
    i	0.7	0.6	-4.2	0.0	-0.4	-2.2	0.8	0.4
> CC(=O)Nc1nc(N(C)C)nc(N(C)C)n1
    -0.3	-10.7	0.8	0.9	8.2	1.8	-0.3	-1.3	-0.7
> COc1ccc(S(=O)(=O)N2CCN(C)CC2c2ccccc2)cc1 (stereo unspecified)
    -2.6	-7.6	0.4	-2.8	-7.6	0.3	-2.2	-1.2	1.3
> CCc1cc(=O)oc2c(C)c(O)c(CN(C)C)cc12
    -0.2	-5.6	x	0.4	32.1*	-0.1	+	-0.2	2.5
> COc1cn(-c2ccccc2)nc1C(=O)Nc1ccc(C)cc1Cl
    -0.3	21.4	0.0	-5.3	-2.3	0.2	1.8	0.0	-0.4
> O=C(c1ccc(NC2=NC3CS(=O)(=O)CC3S2)cc1)N1CCN(c2ccc(F)cc2)CC1 (stereo unspecified)
    -0.6	8.5	0.1	0.3	-9.3	-0.2	0.5	0.3	0.6
> NC(=O)COC(=O)c1ccc(-c2ccccc2)cc1
    -0.4	-0.2	1.7	-2.8	-3.5	-0.9	-2.0	-0.2	0.6
> CN(C)/C=C/C(=O)c1ccc(S(=O)(=O)c2ccccc2)cc1
    -0.2	11.0	0.7	-3.6	2.5	1.7	-0.5	0.1	-0.9
> CC(C)C1COC(c2cccc3ccccc23)=N1 (stereo unspecified)
    i	2.6	1.7	-2.0	0.0	-0.1	2.9	-0.1	3.8
> COc1cc(CNC2CCCCCCC2)ccc1OCC(N)=O
    i	3.6	1.5	0.8	6.5	-1.6	0.5	-1.9	4.1
> Cc1cccc(N2C(=O)CC(Sc3ncn[nH]3)C2=O)c1 (stereo unspecified)
    0.8	8.2	0.6	-3.4	-3.1	1.6	1.5	-0.8	3.3
> COc1ccc(S(=O)(=O)NC2CC2)cc1C(=O)N1CCOCC1
    i	4.4	0.7	-0.2	-3.0	-1.5	-4.4	x	-1.3
> O=C(CN1CCN(Cc2ccccc2F)C1=O)NCCc1ccc(Cl)cc1
    -0.3	27.7	0.6	-2.2	10.3	1.6	2.8	0.9	-0.3
> Nc1nonc1C(=O)NCCNS(=O)(=O)c1ccc(F)cc1
    i	8.4	x	-3.3	-3.4	-1.2	-0.9	x	0.1

# A stretch taken from the entries so far:
# Screens in order: BH1578 lux ind	Y pestis TopoI	TcdB GH inh	FadD28 FP inh	GDH-TPI counter	PfHsp40 yeast	FBA Mtb inh	Mtb BioA inh	UGM FP inh
> O=C(c1cc2cc(F)ccc2[nH]1)N1CCC2(CC1)OCCO2
    -2.1	3.2	2.2	-1.2	6.7	2.0	0.3	0.8	-0.4
> COc1ccc(/C=N/NC(=O)c2ccoc2C)cc1CN1CCN(c2ccc(F)cc2)CC1
    i	0.7	0.6	-4.2	0.0	-0.4	-2.2	0.8	0.4
> CC(=O)Nc1nc(N(C)C)nc(N(C)C)n1
    -0.3	-10.7	0.8	0.9	8.2	1.8	-0.3	-1.3	-0.7
> COc1ccc(S(=O)(=O)N2CCN(C)CC2c2ccccc2)cc1 (stereo unspecified)
    -2.6	-7.6	0.4	-2.8	-7.6	0.3	-2.2	-1.2	1.3
> CCc1cc(=O)oc2c(C)c(O)c(CN(C)C)cc12
    -0.2	-5.6	x	0.4	32.1*	-0.1	+	-0.2	2.5
> COc1cn(-c2ccccc2)nc1C(=O)Nc1ccc(C)cc1Cl
    -0.3	21.4	0.0	-5.3	-2.3	0.2	1.8	0.0	-0.4
> O=C(c1ccc(NC2=NC3CS(=O)(=O)CC3S2)cc1)N1CCN(c2ccc(F)cc2)CC1 (stereo unspecified)
    -0.6	8.5	0.1	0.3	-9.3	-0.2	0.5	0.3	0.6
> NC(=O)COC(=O)c1ccc(-c2ccccc2)cc1
    -0.4	-0.2	1.7	-2.8	-3.5	-0.9	-2.0	-0.2	0.6
> CN(C)/C=C/C(=O)c1ccc(S(=O)(=O)c2ccccc2)cc1
    -0.2	11.0	0.7	-3.6	2.5	1.7	-0.5	0.1	-0.9
> CC(C)C1COC(c2cccc3ccccc23)=N1 (stereo unspecified)
    i	2.6	1.7	-2.0	0.0	-0.1	2.9	-0.1	3.8
> COc1cc(CNC2CCCCCCC2)ccc1OCC(N)=O
    i	3.6	1.5	0.8	6.5	-1.6	0.5	-1.9	4.1
> Cc1cccc(N2C(=O)CC(Sc3ncn[nH]3)C2=O)c1 (stereo unspecified)
    0.8	8.2	0.6	-3.4	-3.1	1.6	1.5	-0.8	3.3
> COc1ccc(S(=O)(=O)NC2CC2)cc1C(=O)N1CCOCC1
    i	4.4	0.7	-0.2	-3.0	-1.5	-4.4	x	-1.3
> O=C(CN1CCN(Cc2ccccc2F)C1=O)NCCc1ccc(Cl)cc1
    -0.3	27.7	0.6	-2.2	10.3	1.6	2.8	0.9	-0.3
> Nc1nonc1C(=O)NCCNS(=O)(=O)c1ccc(F)cc1
    i	8.4	x	-3.3	-3.4	-1.2	-0.9	x	0.1

# (cont.)
# Screens in order: BH1578 lux ind	Y pestis TopoI	TcdB GH inh	FadD28 FP inh	GDH-TPI counter	PfHsp40 yeast	FBA Mtb inh	Mtb BioA inh	UGM FP inh
> Cn1c(C(=O)OCC(=O)NCc2ccco2)cc2sccc21
    1.5	0.0	0.0	1.3	-2.8	0.0	0.3	0.3	0.8
> Cc1ccccc1NC(=O)CNc1ccccc1C(=O)NCc1ccco1
    -7.2	-0.9	x	-2.1	6.8	-0.8	48.1*	3.4	-5.4
> CC(CNS(=O)(=O)c1ccccc1)(c1ccccc1)N1CCCCC1 (stereo unspecified)
    -0.5	2.6	0.8	-0.9	5.2	0.2	0.5	x	-1.7
> C=C(C)CSc1nc(N)c2c(C)c(C)sc2n1
    0.2	3.3	x	-1.0	18.3	-0.4	-0.8	-1.1	1.2
> COc1ccc([N+](=O)[O-])cc1CSc1ccccn1
    0.0	-4.8	0.3	-0.8	1.3	-0.2	-2.5	0.6	1.9
> CCN(C(=O)COC(=O)c1ccc2c(c1)OCO2)c1ccccc1
    i	19.1	2.0	-0.8	3.4	-0.2	4.8	-0.3	-1.1
> C=C(C)c1cccc(C(C)(C)NC(=O)Nc2ncccn2)c1
    -1.7	4.7	x	0.8	1.6	0.4	1.0	-0.7	1.6
> COc1ccc(CCNC(=O)c2cc(-c3cc(C)ccc3O)n[nH]2)cc1OC
    x	-3.2	x	-0.2	-0.9	-0.4	3.9	1.6	2.6
> O=[N+]([O-])c1ccc(NCCNS(=O)(=O)c2ccccc2)c(C(F)(F)F)c1
    0.0	3.9	x	-4.9	25.4	0.3	1.0	2.8	-1.4
> O=C(C=C1CCN(c2ncc(C(F)(F)F)cc2Cl)CC1)NNC(=O)Nc1ccc(Cl)cc1
    6.0	-6.0	x	-3.5	1.8	-0.5	1.4	-1.3	0.7
> O=C(Nc1ccccc1)Nc1ccc(C(=O)N2CCCC2)cc1
    i	-10.3	0.3	-2.5	1.6	-0.7	2.0	x	4.5
> COc1ccc(-n2c(N)c(C(=O)NCc3ccco3)c3nc4ccccc4nc32)c(OC)c1
    x	14.5	0.4	-4.7	4.4	1.0	59.6*	-0.5	-0.7
> O=C(c1cccc([N+](=O)[O-])c1)N1CCCC(C(=O)N2CCN(c3ccccc3)CC2)C1 (stereo unspecified)
    i	6.9	0.8	-4.6	0.7	-0.4	-2.5	0.9	-0.9
> C[C@@H]1CN([C@@H](C)CO)C(=O)CCCn2nncc2CO[C@@H]1CN(C)S(=O)(=O)c1ccc2ccccc2c1
    -0.1	35.3	0.9&0.8	-1.4	6.2	x	0.7	-0.9&0.5	x
> O=C(Nc1ccccc1N1CCOCC1)c1ccccc1[N+](=O)[O-]
    -12.5	-6.2	x	-1.6	6.3	-0.1	-0.7	-1.5	-0.3
> C[C@@H]1CN([C@@H](C)CO)C(=O)CCCn2nncc2CO[C@H]1CN(C)C(=O)c1ccncc1
    i	0.9	-0.1&-3.9&0.9	0.1	-8.2	x	2.2	-0.8&-0.7&0.2	x
> CCc1ccc2[nH]cc(S(=O)(=O)c3ccc(C)c(C)c3)c(=O)c2c1
    -1.9	2.3	1.6	-4.2	-11.2	0.2	0.2	-1.5	-1.5
> O=C(c1cc(Cl)cc(Cl)c1)N1CCN(c2cc(C(F)(F)F)nc3ccccc23)CC1
    -1.3	8.4	0.2	-0.9	-4.4	0.6	0.8	0.2	0.6
> COc1ccc(Cc2nnc(SCC(=O)NC3CCCCC3)n2C)cc1
    -1.7	0.8	1.6	-0.8	3.3	-1.3	1.8	x	-2.5
> CC(=O)Nc1ccc(S(=O)(=O)Nc2cc(Cl)ccc2N2CCOCC2)cc1
    i	-1.9	0.3	-4.1	-6.0	0.8	-2.1	17.3	0.8
> CN(Cc1nc(Cc2ccccc2F)no1)Cc1cccc2ncccc12
    i	11.1	0.2	-3.7	1.6	0.0	1.7	-0.2	-1.0
> COc1ccc(C(CNC(=O)c2ccc(S(=O)(=O)N3CC(C)CC(C)C3)cc2)N(C)C)cc1 (stereo unspecified)
    i	8.2	1.2	-2.5	8.8	0.8	-1.7	1.3	-1.6
